HepG2 tox: kills HepG2 cells in TGF-b inhibitor counter-screen; Potency, µM (titrated, usually from 46.1 µM), without a hit: at the highest dose activity change, negative = cytotoxicity, usual class: cytotoxic; HepG2 CAGA-GFP viability, ATP luminescence, 18 h; hit rate 0.76% among 410,000; also: potency is read from the fitted curve at half-maximal effect; some results filed as inactive show a strong effect at the top dose
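CellTiter-Glo luminescence gave cytotoxicity after 18 hours at 37 degrees C. The cells were HepG2 CAGA-GFP in 1% FBS DMEM, stimulated with 500 pg/mL TGF-beta after compound addition. %Activity was normalised to no-cell wells (complete cell-killing) and DMSO (no toxicity), and curves were fitted and classified.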
IL-2 act: activates IL-2 in a cell-based reporter assay; hit rate 0.065% among 360,000; IL-2 activation reporter assay, cell-based qHTS; stimulated with anti-CD3/CD4/CD28 beads; in transgenic mouse T cells; AID 652025; activation, % (series mostly up to about 46 µM); in the data active = activation above about 50%; inconclusive = mostly about 30% to 49%; also: 0% is about no effect
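Unstimulated transgenic mouse T cells, 750 per well, received compound and, after 60 minutes, anti-CD3/anti-CD4 bead plus anti-CD28 stimulation. EGFP and DsRed were quantified after 18 hours.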
Nrf2 activator: Nrf2 pathway activation; AREc32 ARE-luciferase reporter (MCF7-derived line), luminescence, 24 h; Potency, µM (titrated, usually from 46.1 µM), without a hit: at the top dose activation, most hits filed as activators; hit rate 0.31% among 410,000; AID 624171; also: potency is read from the fitted curve at half-maximal effect; % of control where 0% means no effect; nearly all actives have a fitted effect of over 65% in size
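AREc32_Fluc, 1000 cells/well, OPTI-MEM + 5% FBS, o/n 37 deg C 5% CO2; 23 nL cpd by pin tool, 24 hr; Steady-Glo 30 min RT, luminescence.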
TGFb inhibitor: blocks TGF-b signaling. Potency, µM (series often up to 46.1 µM), for the others: top-dose activity, negative = inhibition, actives largely listed as inhibitors. AID 588855. HepG2 CAGA-GFP TGF-b/SMAD3 reporter, GFP fluorescence, 18 h; TGF-beta stimulated, 500 pg/mL final. hit rate 1.2% among 410,000; also: potency is read from the fitted curve at half-maximal effect; % is scaled to controls: 0 for no effect and ±100 for the full control effect; nearly all actives have a fitted effect of over 65% in size
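GFP signal (ex488/em500-530) from TGF-beta-stimulated HEPG2 CAGA-GFP cells, 500 pg/mL final, 18 h at 37 degrees C in DMEM plus 1% FBS, normalized to unstimulated and DMSO-stimulated controls.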
EPAC2 ag: EPAC2 (human) agonism; EPAC2 activation, biochemical qHTS; response scale: 100% = 6.5 mM cAMP response; Q8WZA2; Potency, µM (series often up to 154 µM), for inactives: at the highest dose activation, usual class: activators; hit rate 0.079% among 360,000; also: potency is read from the fitted curve at half-maximal effect; nearly all actives have a fitted effect of over 50% in size
Target sequence (Q8WZA2 whole entry, looked up): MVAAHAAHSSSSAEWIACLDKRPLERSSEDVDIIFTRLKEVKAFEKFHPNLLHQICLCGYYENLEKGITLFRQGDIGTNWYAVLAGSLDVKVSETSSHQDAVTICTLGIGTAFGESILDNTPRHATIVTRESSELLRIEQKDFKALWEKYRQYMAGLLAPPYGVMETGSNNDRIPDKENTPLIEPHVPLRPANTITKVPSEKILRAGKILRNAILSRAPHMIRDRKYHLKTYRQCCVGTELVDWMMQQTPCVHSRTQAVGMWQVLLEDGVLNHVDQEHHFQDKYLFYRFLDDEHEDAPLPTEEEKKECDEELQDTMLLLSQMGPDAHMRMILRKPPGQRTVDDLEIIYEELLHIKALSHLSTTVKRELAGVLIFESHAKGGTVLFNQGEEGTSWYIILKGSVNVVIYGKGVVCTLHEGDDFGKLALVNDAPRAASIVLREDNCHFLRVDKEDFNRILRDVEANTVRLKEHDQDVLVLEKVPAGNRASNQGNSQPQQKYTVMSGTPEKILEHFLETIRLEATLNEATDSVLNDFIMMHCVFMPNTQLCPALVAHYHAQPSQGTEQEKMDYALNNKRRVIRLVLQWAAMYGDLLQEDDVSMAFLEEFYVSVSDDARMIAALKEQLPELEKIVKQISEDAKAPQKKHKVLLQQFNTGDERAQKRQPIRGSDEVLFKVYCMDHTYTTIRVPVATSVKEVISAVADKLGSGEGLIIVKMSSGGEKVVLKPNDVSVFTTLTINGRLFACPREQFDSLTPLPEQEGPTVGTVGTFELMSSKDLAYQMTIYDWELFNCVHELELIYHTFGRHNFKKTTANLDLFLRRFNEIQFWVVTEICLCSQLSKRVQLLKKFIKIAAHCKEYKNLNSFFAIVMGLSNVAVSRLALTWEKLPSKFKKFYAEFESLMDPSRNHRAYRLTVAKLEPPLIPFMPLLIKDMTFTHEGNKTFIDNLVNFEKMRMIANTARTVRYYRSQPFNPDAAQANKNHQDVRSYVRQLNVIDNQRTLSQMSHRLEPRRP
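Exchange assay: 100 nM EPAC2 with 250 nM Rap1B-BODIPY-GDP and 50 uM GDP. Fluorescence (ex 480/em 540 nm) read every 5 min for 30 min at room temperature. Data normalized to 6.5 mM cAMP as agonist control.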
Nrf2 inh: blocks Nrf2 signaling | A549 ARE-Fluc reporter, luciferase luminescence, 18-24 h | Potency, µM (top dose mostly 46 µM), without a hit: at the highest dose activity change, negative = inhibition, most hits filed as inhibitors | hit rate 2.1% among 360,000 | AID 504444; also: potency is read from the fitted curve at half-maximal effect; % is scaled to controls: 0 for no effect and ±100 for the full control effect; nearly all actives have a fitted effect of over 60% in size
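Nrf2 activity is the BugLite luminescence, read 15 min after reagent at room temperature, following CellTiter-Fluor cytotoxicity readout (30 min, 37C). Compound titrations were applied for 18-24 h to 5000 A549 ARE_Fluc cells/well in 5% FBS OPTI-MEM.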
ATXN viability: viability counter-screen for ATXN expression inhibitors | S2 cells (HEK-293 line with an ATXN2-luciferase reporter) viability, CellTiter-Fluor protease fluorescence, 24 h | Potency, µM (titrated, usually from 56.7 µM), most hits filed as cytotoxic | hit rate 0.49% among 400,000 | AID 651635; also: potency is read from the fitted curve at half-maximal effect; nearly all actives have a fitted effect of over 40% in size
ATXN2 expr inh: inhibitors of ATXN2 expression | HEK-293 ATXN2-luciferase reporter, luminescence, 24 h | Potency, µM (titrated, usually from 57 µM), for the others: at the top dose activity change, negative = inhibition, actives largely listed as inhibitors | hit rate 0.72% among 360,000; also: potency is read from the fitted curve at half-maximal effect; % is scaled to controls: 0 for no effect and ±100 for the full control effect; nearly all actives have a fitted effect of over 55% in size
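qHTS (up to 57 uM final) was run with 24 h compound exposure of reporter cells at 37 °C. Each well was multiplexed: SteadyGlo luminescence measured ATXN2-luciferase expression after a fluorogenic Gly-Phe-AFC viability readout (25 uM final).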
A549 viability: counter-screen for Nrf2 inhibitors: cytotoxicity in A549 cells | A549 ARE-Fluc cells, CellTiter-Fluor viability, 18-24 h | Potency, µM (doses to about 46 µM), inactives show top-dose activity change, negative = cytotoxicity, actives largely listed as inhibitors | hit rate 0.16% among 390,000 | AID 504648; also: potency is read from the fitted curve at half-maximal effect; % is scaled to controls: 0 for no effect and ±100 for the full control effect
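A549 ARE_Fluc cells in 5% FBS OPTI-MEM were exposed to compounds in concentration-response for 18-24 h at 37 deg C. Viability was read by CellTiter-Fluor fluorescence (Ex 405/Em 525) after 30 min, before the luciferase read.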
Numbers without * were called inactive; [ ] = dose if it differs, or a comment. Unless noted, calls follow the shape of the dose curve; as a rule, active = well fitted curve in the direction sought with a large enough effect; inconclusive = small, poorly fitted or top-dose-only effect, or another doubt; inactive = no such curve, though single readings can be large; an effect the other way counts as inactive or inconclusive.

What do the screens show for `N#CCC(=O)Nc1ccc(C(=O)OCC(=O)NC(=O)Nc2ccc3c(c2)OCCO3)cc1`?
HepG2 tox: -1.3%; IL-2 act: 0.2; Nrf2 activator: -0.2%; TGFb inhibitor: 1.2%; EPAC2 ag: 6.7%; Nrf2 inh: inconclusive; ATXN viability: inactive; ATXN2 expr inh: 44.4%[activator]; A549 viability: -1.4%

Results for Cc1cc(NC(=O)C2CCCCC2C(=O)O)ccc1NC(=O)c1ccccc1 (stereo not drawn) ?
HepG2 tox: 3.2%; IL-2 act: -0.9; Nrf2 activator: -0.8%; TGFb inhibitor: 11.5%; EPAC2 ag: 8.4%; Nrf2 inh: -13.0%; ATXN viability: inactive; ATXN2 expr inh: -1.5%; A549 viability: -12.6%

Results for Cc1cccc(C(=O)Nc2ccc(C(=O)N/N=C/c3cccc(C)n3)cc2)c1 ?
HepG2 tox: 14.8%; IL-2 act: 0.6; Nrf2 activator: -0.9%; TGFb inhibitor: -2.9%; EPAC2 ag: 3.6%; Nrf2 inh: inconclusive; ATXN viability: inactive; ATXN2 expr inh: 18.6%; A549 viability: 0.4%

What do the screens show for `Cc1cccc(NC(=O)CNC(=O)c2cc(S(=O)(=O)N(C)C)ccc2N2CCCC2)c1C`?
HepG2 tox: -20.3%; IL-2 act: -1.1; Nrf2 activator: -0.2%; TGFb inhibitor: 1.6%; EPAC2 ag: 9.5%; ATXN viability: inactive

What do the screens show for `O=C(CSc1nc2ccccc2nc1Cc1ccccc1)N1CCN(c2ccccc2)CC1`?
HepG2 tox: -0.3%; Nrf2 activator: 0.1%; TGFb inhibitor: -9.0%; A549 viability: 14.1%

Results for COc1cc(C)ccc1OCCOCCOc1ccc([N+](=O)[O-])cc1 ?
HepG2 tox: -2.6%; IL-2 act: -2.2; Nrf2 activator: -1.0%; TGFb inhibitor: 0.0%; EPAC2 ag: -0.2%; Nrf2 inh: 5.1%; ATXN viability: inactive; ATXN2 expr inh: -8.0%; A549 viability: 6.5%

How did CCOC(=O)C1(C)CCCN(C(=O)c2snnc2C)C1 (stereo not drawn) do in these assays?
HepG2 tox: -21.2%; IL-2 act: -0.1; Nrf2 activator: -0.1%; TGFb inhibitor: 2.2%; EPAC2 ag: -1.4%; ATXN viability: inactive; ATXN2 expr inh: 1.2%

Results for CCOc1ccc(OCC)c(NS(=O)(=O)c2cc(Br)cc3c2N(C(C)=O)C(C)C3)c1 (stereo not drawn) ?
HepG2 tox: -25.1%; Nrf2 activator: 0.3%; TGFb inhibitor: inconclusive; Nrf2 inh: -8.9%[9.27 µM]; ATXN viability: inactive; ATXN2 expr inh: 0.4%; A549 viability: 12.4%

Results for CCOc1ccc(-c2nnc(-c3cccs3)o2)cc1 ?
HepG2 tox: -17.1%; IL-2 act: 1.6; Nrf2 activator: -1.3%; TGFb inhibitor: -1.9%; EPAC2 ag: 0.9%; Nrf2 inh: inconclusive; ATXN viability: inactive; ATXN2 expr inh: -30.4%; A549 viability: 4.5%

Results for CC(=O)Nc1ccc(NC(=O)CC2Sc3ccccc3NC2=O)cc1 (stereo not drawn) ?
HepG2 tox: -28.5%; Nrf2 activator: -0.4%; TGFb inhibitor: -2.1%; Nrf2 inh: 13.7%; ATXN viability: inactive; ATXN2 expr inh: 1.3%; A549 viability: -7.0%

What do the screens show for `CCOc1ccc(-c2nc(N)ncc2-c2ccc(Cl)cc2)c(O)c1`?
HepG2 tox: -72.6%; IL-2 act: -0.3; Nrf2 activator: 0.3%; TGFb inhibitor: inconclusive; EPAC2 ag: -6.2%; Nrf2 inh: -10.0%; ATXN viability: inactive; A549 viability: 1.4%

How did Cc1ccc(-c2nnc(SCC(=O)NC3CCS(=O)(=O)C3)nc2-c2ccc(C)cc2)cc1 (stereo not drawn) do in these assays?
HepG2 tox: 0.0%; IL-2 act: -4.0; Nrf2 activator: -0.4%; TGFb inhibitor: 4.5%; EPAC2 ag: 7.7%; Nrf2 inh: 3.5%; ATXN viability: inactive; ATXN2 expr inh: -28.3%; A549 viability: 2.6%

Results for CCOC(=O)c1sc(N2C(=O)C(O)=C(C(=O)c3ccco3)C2c2ccc([N+](=O)[O-])cc2)nc1C (stereo not drawn) ?
HepG2 tox: -2.1%; IL-2 act: -3.2; Nrf2 activator: -0.5%; TGFb inhibitor: -15.5%; EPAC2 ag: -6.4%; Nrf2 inh: -22.1%; ATXN viability: inconclusive; ATXN2 expr inh: -3.5%; A549 viability: -24.4%

What do the screens show for `O=C(NC(=S)NCC1CCCO1)C(c1ccccc1)c1ccccc1` (stereo not drawn)?
HepG2 tox: 0.4%; IL-2 act: 0.5; Nrf2 activator: 0.3%; TGFb inhibitor: 2.8%; EPAC2 ag: -4.5%; Nrf2 inh: 9.6%; ATXN viability: inactive; ATXN2 expr inh: -6.7%; A549 viability: -0.1%

Results for Cc1ccc(OCC(=O)N2C(C)CCCC2C)c([N+](=O)[O-])n1 (stereo not drawn) ?
HepG2 tox: 2.3%; IL-2 act: 0.5; Nrf2 activator: 0.0%; TGFb inhibitor: -3.2%; EPAC2 ag: 0.0%; Nrf2 inh: -0.6%; ATXN viability: inactive; ATXN2 expr inh: 1.9%; A549 viability: -2.7%

How did O=C(COc1ccc2ccccc2c1)N1CCNCC1 do in these assays?
HepG2 tox: 5.6%; IL-2 act: -3.6; Nrf2 activator: 3.0%; TGFb inhibitor: -1.1%; EPAC2 ag: 2.4%; Nrf2 inh: inconclusive; ATXN viability: inactive; ATXN2 expr inh: 19.8%; A549 viability: 1.1%

Results for CCCc1cc2c(cc1NC(=O)c1ccc(C)cc1)OCO2 ?
HepG2 tox: -12.3%; IL-2 act: 0.8; Nrf2 activator: 3.6%; TGFb inhibitor: 2.0%; EPAC2 ag: -5.7%; Nrf2 inh: inconclusive; ATXN viability: inactive; ATXN2 expr inh: 3.4%; A549 viability: -0.6%

How did CCc1ccc(NC(=O)C(=O)NNC(=O)c2ccc(OC)cc2)cc1 do in these assays?
HepG2 tox: -5.9%; IL-2 act: -4.5; Nrf2 activator: 0.0%; TGFb inhibitor: -3.2%; EPAC2 ag: 4.6%; Nrf2 inh: -13.3%; ATXN viability: inactive; ATXN2 expr inh: 0.8%; A549 viability: 0.7%

Results for Cc1nnc(NC(=O)Cn2cnc3c2c(=O)n(C)c(=O)n3C)s1 ?
HepG2 tox: -15.4%; IL-2 act: 0.4; Nrf2 activator: -0.6%; TGFb inhibitor: -2.3%; EPAC2 ag: 12.5%; Nrf2 inh: -0.2%; ATXN viability: inactive; ATXN2 expr inh: 4.0%; A549 viability: -0.4%

What do the screens show for `COc1ccc(S(=O)(=O)NCCc2ccccc2)cc1OC`?
HepG2 tox: -0.3%; IL-2 act: 0.2; Nrf2 activator: 0.6%; TGFb inhibitor: -14.2%; EPAC2 ag: 8.7%; Nrf2 inh: -20.3%; ATXN viability: inactive; ATXN2 expr inh: -11.6%; A549 viability: 2.7%

What do the screens show for `CCOC(=O)c1sc(SC)c2c1CCC/C2=N/OC`?
HepG2 tox: 1.3%; IL-2 act: 0.8; Nrf2 activator: -0.7%; TGFb inhibitor: 15.2%; EPAC2 ag: 17.2%; Nrf2 inh: -6.6%; ATXN viability: inactive; ATXN2 expr inh: -2.6%; A549 viability: 4.2%

Results for N#Cc1c(NC(=O)CN2CCN(C(=O)c3ccco3)CC2)sc2c1CCCCC2 ?
HepG2 tox: -18.3%; IL-2 act: -1.7; Nrf2 activator: 0.3%; TGFb inhibitor: -2.3%; EPAC2 ag: -4.3%; Nrf2 inh: -11.1%; ATXN viability: inactive; ATXN2 expr inh: 4.2%; A549 viability: 1.3%

How did O=C(C1CCCO1)N1CCN(Cc2nc3ccccc3c(=O)[nH]2)CC1 (stereo not drawn) do in these assays?
HepG2 tox: 8.5%; IL-2 act: -2.2; Nrf2 activator: -0.6%; TGFb inhibitor: -6.9%; EPAC2 ag: -4.6%; Nrf2 inh: 5.6%; ATXN viability: inactive; ATXN2 expr inh: 11.5%; A549 viability: 1.0%

How did COc1ccc(C2=NCCc3cc(OC)c(OC)cc32)cc1OC do in these assays?
HepG2 tox: -3.7%; IL-2 act: 0.4; Nrf2 activator: 0.8%; TGFb inhibitor: -7.7%; EPAC2 ag: -0.6%; Nrf2 inh: -5.7%; ATXN viability: inactive; ATXN2 expr inh: -14.5%; A549 viability: -15.4%

What do the screens show for `Cc1oc2cc3oc(=O)c(CCC(=O)N(C)CC(=O)O)c(C)c3cc2c1C`?
HepG2 tox: -5.1%; IL-2 act: -1.6; Nrf2 activator: -0.2%; TGFb inhibitor: 5.7%; EPAC2 ag: 6.4%; Nrf2 inh: -7.0%; ATXN viability: inactive; ATXN2 expr inh: -13.1%; A549 viability: 1.3%

How did COc1ccc(NC(=O)c2ccc(NC(=O)c3ccco3)cc2)c(OC)c1 do in these assays?
HepG2 tox: -5.4%; IL-2 act: 0.5; Nrf2 activator: 1.8%; TGFb inhibitor: -4.8%; EPAC2 ag: 2.3%; Nrf2 inh: inconclusive; ATXN viability: inactive; ATXN2 expr inh: -18.2%; A549 viability: 1.4%

Bioassay records deposited in PubChem by National Center for Advancing Translational Sciences (NCATS).
